Assay outcomes (PubChem)
NOD1 inhibition – NOD1 signaling inhibitors, primary screen, cell-based, luminescence, uHTS (AID 1578) | NOD1-driven NF-kB luciferase reporter cells, luminescence; higher % means a stronger effect | inhibition, % at 4 µM, or EC50 in µM where a hit was titrated | 1% of 290,000 active; in the data active = inhibition mostly above about 36%, no sharp cut-off; inactive = mostly below about 34%;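 also: HEK-293T reporter cells stimulated with the NOD1 agonist gamma-tri-DAP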
GPR35 antagonists – GPR35 antagonists blocking zaprinast-driven arrestin recruitment, primary screen, imaging, U2OS, beta-arrestin-GFP, zaprinast agonist (AID 2058); G-protein coupled receptor 35 (Homo sapiens); U2OS GPR35 beta-arrestin-GFP translocation imaging, zaprinast antagonism; higher % means a stronger effect; inhibition, % at 10 µM, or IC50 in µM where a hit was titrated; 0.052% of 290,000 active;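 active = inhibition of at least 50% with at least 30 cells and total cytoplasm GFP at most 10,000,000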
KOR beta-arrestin-1 – KOR agonists, beta-arrestin recruitment, primary screen, cell-based, luminescence, uHTS (AID 1777) | KOR beta-arrestin recruitment, luminescence; higher % means a stronger effect | 0.02% of 280,000 active | activation, % at 10 µM, or EC50 in µM where a hit was titrated; in the data active = activation above about 50%, passing the limit was not always enough; also: a part of the inactive calls stands beside numbers as strong as those of hits
KOR beta-arrestin-2 – KOR antagonists, beta-arrestin recruitment, cell-based, luminescence, uHTS (AID 1778). KOR beta-arrestin recruitment, luminescence, antagonist mode; higher % means a stronger effect. one-dose inhibition, % at 10 µM; IC50 in µM for titrated hits. 0.091% of 290,000 active; in the data active = inhibition above about 50%; also: strong numbers were not always called active
GPR55 activation – GPR55 agonists via beta-arrestin recruitment, primary screen, imaging, U2OS cells, beta-arrestin-GFP redistribution (AID 1961) | one-dose activation, % at 10 µM; EC50 in µM for titrated hits | 0.048% of 290,000 active | G-protein coupled receptor 55 (Homo sapiens) | U2OS GPR55 beta-arrestin-GFP redistribution imaging; higher % means a stronger effect;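 active = activation above 40% with more than 50 cells counted in the well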;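 also: U2OS osteosarcoma cells stably expressing GPR55 and beta-arrestin-GFP; plate controls were DMSO negative control for no effect and LPI positive control for full effect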
K1F lysis inhibition – inhibition of K1F phage lysis, E. coli UTI89, bacterial capsule biogenesis inhibitors, alamar blue (AID 488966); E. coli UTI89 K1F phage lysis, alamar blue, 2 h; higher % means a stronger effect; inhibition, % at 100 µM, or IC50 in µM where a hit was titrated; 0.02% of 340,000 active;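 active = phage lysis inhibition, versus mean bacterial control, above a set limit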;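 also: capsule biogenesis inhibitors block K1F phage lysis so surviving cells raise fluorescence; higher fluorescence means more inhibition of phage lysis; actives were called in the ten point dose series up to 300 µM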
NTR1 agonist – agonists of NTR1, primary screen, imaging, U2OS cells, beta-arrestin-GFP, high content (AID 493036); Neurotensin receptor type 1 (Homo sapiens), P30989; NTR1-U2OS beta-arrestin-GFP spot imaging, agonist mode; activation, % at 20 µM; 0.17% of 330,000 active;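 active = activation at or above 40% of the spot to cytoplasm intensity ratio, with at least 20 cells analyzed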;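 also: 0% = DMSO without peptide and 100% = 100 nM NTR1 peptide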
Target sequence (P30989 whole entry, looked up): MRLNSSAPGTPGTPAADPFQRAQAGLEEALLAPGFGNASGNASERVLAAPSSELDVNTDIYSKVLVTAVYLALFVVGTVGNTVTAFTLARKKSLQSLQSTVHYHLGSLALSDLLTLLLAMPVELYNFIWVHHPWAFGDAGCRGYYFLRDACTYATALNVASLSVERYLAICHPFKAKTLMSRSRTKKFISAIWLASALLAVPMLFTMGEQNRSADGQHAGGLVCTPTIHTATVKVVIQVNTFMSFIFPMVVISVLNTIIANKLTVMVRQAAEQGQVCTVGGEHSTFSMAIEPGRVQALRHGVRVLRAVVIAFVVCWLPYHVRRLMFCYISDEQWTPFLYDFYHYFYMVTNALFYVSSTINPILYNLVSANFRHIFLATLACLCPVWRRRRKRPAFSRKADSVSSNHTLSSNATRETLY
MgcRacGAP inhibition – MgcRacGAP GTPase-activating activity inhibitors, confirmation, biochemical, ADP Hunter fluorescence; 0.6% of 340,000 active; MgcRacGAP-stimulated Rac1 GTP hydrolysis, ADP Hunter fluorescence; higher % means a stronger effect; GST-tagged Rac1 F28L mutant substrate; inhibition, % at 30 µM; hits with a dose series show IC50 in µM; Rac GTPase-activating protein 1 (Homo sapiens); AID 624330, 2012;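 active = first-screen hits whose inhibition reached a set limit at any dose in the follow-up dose series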;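 also: fluorescence reports GDP produced by GAP-driven GTP hydrolysis; strong numbers were not always called active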
GPR55 LPI antagonism – GPR55 antagonists blocking LPI-driven arrestin recruitment, primary screen, imaging, U2OS, beta-arrestin-GFP, LPI agonist (AID 2013); 0.13% of 290,000 active; U2OS GPR55 beta-arrestin-GFP translocation imaging, LPI antagonism; higher % means a stronger effect; inhibition, % at 10 µM; hits with a dose series show IC50 in µM;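 active = spots per cell inhibited over 60%, with over 100 cells counted and total cytoplasm intensity under 500,000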;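 also: U2OS cells stably carrying GPR55 and arrestin-GFP stimulated by 5 µM LPI near EC80; imaged beta-arrestin-GFP aggregate spots per cell after agonist stimulation; plate controls were LPI-stimulated DMSO wells for no effect and DMSO wells without LPI for full effect; some results filed as inactive read as strong as hits; confirmed hits need IC50 under 10 µM and bright autofluorescent wells are also inconclusive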
NTR1 agonist cell count 20 µM – also measured in NTR1 agonist; calls as there; cell count; measured here: cell count, cytotoxicity flag
The depositor's hits bear a star; x = not tested or not shown; [ ] = dose if it differs, or a comment.

SMILES | NOD1 inhibition | GPR35 antagonists | KOR beta-arrestin-1 | KOR beta-arrestin-2 | GPR55 activation | K1F lysis inhibition | NTR1 agonist | NTR1 agonist cell count 20 µM | MgcRacGAP inhibition | GPR55 LPI antagonism
CCOc1ccccc1CN1CCNC(=O)C1CC(=O)NC1CCCCC1 (stereo not drawn) | 15% | 0% | -1.1% | -8% | -0.2% | 0.0% | 0.6 | 56 | 7% | 1%
Cc1ccc(S(=O)(=O)N(CC(=O)NC2CCCCCC2)c2ccccc2F)cc1 | -4% | 10% | -2.1% | -13% | 34% | 1.7% | 6.0 | 52 | 4% | 5%
Cc1cc(C)n(-c2nnc3n2N=C(c2c[nH]c4ccccc24)CS3)n1 | 2% | 9% | -2.8% | 25% | -0.2% | 0.2% | 1.6 | 33 | 10% | -15%
O=C(COc1ccc(Cl)cc1Br)NC(=O)NCc1ccccc1 | -21% | -4% | 2.7% | -9% | 0.5% | 4.7% | 4.3 | 83 | 9% | 8%
N#CC1=C(N)OC2=C(CCc3ccccc32)C1c1ccccc1 (stereo not drawn) | 28% | -7% | 10% | -25% | 0.2% | 3.3% | 13 | 43 | -10% | -8%
COc1ccccc1N(CCC#N)C(=O)CSc1ccc2c(c1)OCCO2 | -26% | -4% | 24% | 9% | -0.1% | -0.3% | -2.0 | 88 | -1% | 1%
O=C(c1ccccc1Br)N1CCN(c2ncccn2)CC1 | -10% | -3% | -7.2% | -3% | 0.3% | -0.4%[50 µM] | 1.8 | 78 | 1% | -2%
COc1ccccc1CC(=O)NCc1csc(-c2cccs2)n1 | 6% | 12% | 3.4% | 30% | -0.1% | x | -0.1 | 79 | x | -10%
Cc1ccc(S(=O)(=O)Oc2cc(N)c3c(n2)CCC3)cc1 | 6% | -3% | 5.9% | 37% | 0.7% | 0.1% | 0.9 | 56 | 4% | 2%
CCSc1cc(N2CCOCC2)nc(-c2ccc(Cl)cc2)n1 | -32% | -3% | 2.5% | -60% | 0.4% | 0.4% | 18 | 39 | 8% | 13%
CC(=O)Nc1ccc(S(=O)(=O)NNC(=O)c2cc3c4ccccc4n(C)c3s2)cc1 | x | 2% | -3.5% | -33% | 0.2% | 0.6% | 2.3 | 89 | 4% | 13%
CCCN1CCC(NC(=O)Cc2ccc(C)cc2)CC1 | -17% | -4% | 0.1% | 4% | 0.3% | -0.1% | -0.4 | 64 | -5% | 10%
CCCCN(C)CCNC(=O)C(=O)c1c(C)[nH]c2ccccc12 | -44% | -3% | -1.4% | 20% | -0.5% | 0.5% | -2.9 | 58 | 7% | -1%
CC1CCCN(C(=O)CSc2nnc(-c3c[nH]c4ccccc34)o2)C1 (stereo not drawn) | -20% | 15% | -5.1% | x | -0.2% | 0.8% | 0.8 | 54 | 6% | 13%
COC(=O)c1ccc2c(c1)NC1=C(C(=O)CC(C)(C)C1)C(c1ccncc1)N2 (stereo not drawn) | 41% | 2% | 0.7% | -44% | -0.2% | 0.1% | 0.5 | 40 | 9% | 1%
CCOC(=O)N1CCN(C(=O)C2CCN(S(=O)(=O)c3cc(OC)ccc3OC)CC2)CC1 | -6% | -7% | 3.1% | -1% | 0.3% | -1.4% | -0.1 | 51 | 4% | -2%
CC(C)(C)c1ccc(OCC(=O)OCCNC(=O)c2cccnc2)cc1 | -16% | -2% | -6.0% | 22% | -0.1% | 4.9% | -1.2 | 59 | 9% | 2%
CCN(CC)P(=O)(Nc1ccc(SC(F)F)cc1)c1ccc(N(C)C)cc1NC(=O)c1ccco1 (stereo not drawn) | 34% | -3% | 0.5% | 9% | -0.4% | 0.9% | -0.9 | 31 | 6% | 9%
O=S(=O)(c1cnc[nH]1)N1CCN(c2ccc(Cl)cc2)CC1 | 3% | 6% | -5.4% | 24% | -0.1% | 4.3% | 4.7 | 52 | 5% | 2%
COc1ccc(CCNC(=O)N2CCOCC2)cc1 | -6% | 21% | -3.2% | 13% | 0.1% | 0.2% | 1.0 | 42 | 14% | 8%
COC(=O)c1cc(NC(=O)CSc2nncn2C)cc(C(=O)OC)c1 | -7% | 17% | -1.7% | 13% | -0.2% | 1.6% | 0.4 | 57 | 10% | -4%
CCOc1ccc(S(=O)(=O)N(CCO)CCO)cc1-c1nc2c(C(C)(C)C)nn(C)c2c(=O)[nH]1 | -11% | -18% | -2.6% | -13% | -0.1% | -0.1% | 0.7 | 38 | 6% | 9%
O=C(NC(Cc1ccc2c(c1)OCO2)C(=O)NC(Cc1ccccc1)C(=O)O)c1ccccc1 (stereo not drawn) | -26% | 13% | 4.5% | -67% | -0.2% | 0.3% | 1.6 | 73 | 7% | -8%
COc1ccc(NC(=O)c2cc(C(C)C)on2)cc1OC | 8% | -7% | 8.6% | -15% | -2.0% | 2.2% | -1.1 | 65 | 9% | 7%
COc1ccc(N2CC(C(=O)Nc3nnc(SCC(=O)c4ccccc4)s3)CC2=O)cc1 (stereo not drawn) | -6% | -1% | 12% | -36% | 0.5% | 0.6%[50 µM] | 0.5 | 52 | 4% | 8%
C=CCn1c(SCCCCCC)nc(O)cc1=O | -12% | 10% | 3.6% | -12% | -0.1% | 0.2% | -1.2 | 55 | 5% | -13%
O=C(NCc1ccccc1)c1ccc(Br)o1 | -17% | 0% | -2.1% | 1% | -0.2% | -0.4% | -0.7 | 86 | 6% | 0%
COc1ccc(C)cc1NC(=O)COC(=O)C1CC1 | -19% | -11% | 2.9% | -27% | -0.2% | 0.3% | 0.1 | 84 | 5% | 1%
CC(=O)Nc1ccc(S(=O)(=O)Nc2nc(C)nc3sc4c(c23)CCC4)cc1 | -13% | -5% | 1.7% | 17% | 0.0% | 0.1% | -0.7 | 54 | 4% | 9%
CCOc1ncccc1C(=O)OCC(=O)NCCc1ccccc1 | -15% | 0% | -5.5% | -9% | -0.1% | 1.4% | -0.7 | 45 | 14% | 11%
O=C(NCc1cccnc1)c1c(F)c(F)c(F)c(F)c1F | -8% | -3% | 2.9% | 13% | -0.1% | 0.2% | 0.7 | 71 | 7% | 26%
COc1cccc(C2C(C(C)=O)=C(O)C(=O)N2CCNCCO)c1 (stereo not drawn) | -19% | 14% | x | -65%[20 µM] | -0.1% | x | 0.3 | 34 | x | 4%
O=C(O)c1ccccc1-c1ccccc1C(=O)NCCc1ccccc1 | 19% | 26% | -7.0% | 19% | -0.1% | -2.4% | 1.7 | 61 | -15% | 6%
CCC(=O)Nc1nc2ccccc2n1CCN(CC)CC | -10% | 3% | x | x | -0.2% | 0.9% | 0.9 | 50 | -2% | 16%
Cc1cc(Br)ccc1SCC(=O)OCC(=O)NC1CC1 | -51% | 0% | -0.6% | 4% | 0.1% | 0.2% | -1.0 | 80 | 12% | 5%
CCCN(CCC)c1nc(-c2ccccn2)nc2ccccc12 | 15% | 8% | -7.9% | -4% | -0.1% | 3.8%[50 µM] | 15 | 97 | 12% | 15%
COc1ccc(C(=O)NCc2nnc(SCC(=O)N3CCc4ccccc43)n2C2CCCCC2)cc1 | 2% | 4% | 1.7% | -3% | 0.2% | -5.2% | -0.5 | 64 | 4% | -3%
CC(C)CCn1c(SCC(=O)c2ccccc2)nc2c1c(=O)[nH]c(=O)n2C | -6% | -8% | -2.2% | 3% | 0.3% | 0.2% | 1.0 | 37 | 1% | -1%
CC(=O)NCCC(=O)NCc1ccc(F)cc1 | 19% | 8% | 2.4% | x | -0.1% | -1.0% | -1.2 | 60 | -6% | 1%
COc1ccc(N2CCN(C(=O)c3ccc4c(c3)OCO4)CC2)cc1 | 6% | 12% | 5.5% | -2% | -2.3% | -0.1% | 0.8 | 34 | 28% | -5%
CNc1ccccc(-c2ccc3cc4c(cc3n2)OCO4)c1=O | -63% | 1% | 0.2% | -19% | -0.1% | 0.1% | 0.9 | 57 | 3% | 6%
Cc1ccc(N(CC(=O)NCC2CCCO2)S(=O)(=O)c2ccc(Cl)cc2)cc1C (stereo not drawn) | -3% | 8% | -3.4% | 0% | 0.0% | 0.1%[50 µM] | 1.2 | 57 | 7% | 10%
Clc1ccccc1Cc1noc(CN2CCN3CCCC3C2)n1 (stereo not drawn) | -18% | -3% | 0.7% | -11% | -0.3% | -0.3% | -1.1 | 30 | 0% | 12%
CCOc1ccccc1NC(=O)CSc1nnc(-c2cnccn2)n1C | 30% | 12% | 2.5% | -32% | 0.5% | 0.6% | -1.7 | 89 | 9% | 9%
CCOC(=O)C1CCCN(C(=O)c2cc3c(=O)n(C)c4ccccc4c3n2C)C1 (stereo not drawn) | -31% | -8% | -11% | 15% | -0.1% | 4.8% | 0.6 | 53 | 3% | 6%
CC1=C(Sc2nc3ccccc3[nH]2)C(=O)NC(C)(C)C1 | -10% | -18% | 12% | 23% | -0.3% | 0.1% | 0.9 | 88 | 5% | -13%
CC1CCN(C(=O)CC#N)CC1 | -11% | 13% | 3.1% | 1% | -0.1% | 0.2% | 0.7 | 52 | 11% | 8%
OCC[C@@H]1C[C@H](O)[C@@H](O)[C@@]2(Cc3ccccc3CCO2)O1 | 5% | 12% | -3.4% | -27%[20 µM] | -0.2% | 2.4% | 1.3 | 81 | 7% | -1%
CC(C)(C)N(NC(=O)OCc1ccccc1)C(=O)c1ccccc1 | 2% | -4% | 11% | -17% | -0.3% | 1.1%[50 µM] | 0.8 | 87 | 8% | 0%
COc1ccc2[nH]cc(C(O)CN3CCN(c4ccccc4F)CC3)c2c1 (stereo not drawn) | 1% | 4% | 2.1% | -10% | -0.2% | -0.8% | 0.1 | 49 | 4% | -3%
COc1ccc(OC)c(N(CC(=O)N2CCN(c3cc(Cl)ccc3C)CC2)S(C)(=O)=O)c1 | -4% | -7% | 1.0% | -9% | -0.1% | 0.1% | 7.1 | 44 | 11% | 18%

Whole records, looked up by structure. Order of screens: NOD1 inhibition | GPR35 antagonists | KOR beta-arrestin-1 | KOR beta-arrestin-2 | GPR55 activation | K1F lysis inhibition | NTR1 agonist | NTR1 agonist cell count 20 µM | MgcRacGAP inhibition | GPR55 LPI antagonism
CCOc1ccccc1NC(=O)CSc1nnc(-c2cnccn2)n1C in the list: 30% | 12% | 2.5% | -32% | 0.5% | 0.6% | -1.7 | 89 | 9% | 9%
COc1ccc2[nH]cc(C(O)CN3CCN(c4ccccc4F)CC3)c2c1 (stereo not drawn) in the list: 1% | 4% | 2.1% | -10% | -0.2% | -0.8% | 0.1 | 49 | 4% | -3%
Clc1ccccc1Cc1noc(CN2CCN3CCCC3C2)n1 (stereo not drawn) in the list: -18% | -3% | 0.7% | -11% | -0.3% | -0.3% | -1.1 | 30 | 0% | 12%

Only part of the results is shown, so the mix of outcomes need not match the whole.
